Screens (PubChem BioAssay)
SIRT5 inh: sirtuin-5 (human) deacylase inhibition; Q9NXA8; Purified SirT5, succinyl-peptide AMC, trypsin-coupled fluorescence; inhibition, % at 15 µM; 330,000 tested, 1.1% active; in the data active = inhibition above about 15%; inconclusive = no clear call, values can overlap the other calls
S100A4 MyoIIA: blocks human S100A4 binding to myosin IIA peptide; S100A4/TAMRA-MyoIIA peptide fluorescence polarization; 360,000 tested, 0.14% active; P26447; inhibition, % at 10.7 µM;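 active = mean inhibition of at least 70% across replicates, with every replicate also reaching that level; inconclusive = mean inhibition reaches 70% but some replicates fall short; inactive = mean inhibition below 70%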
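assay system = human S100A4 monomer with TAMRA-labelled myosin IIA peptide | also added = labelled myosin peptide probe, 5 nM | incubation = 5 min between mix addition and reading | control set = DMSO and TFP controls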
ERp5 inh: blocks human ERp5 reductase activity on insulin; Q15084; ERp5 insulin aggregation, absorbance 650 nm, 90 min; inhibition, % at 9.99 µM; 350,000 tested, 0.05% active;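 active = mean replicate inhibition above about 25%, with every replicate also reaching it, limit read from the data, passing the limit was not always enough; inconclusive = only one of those two criteria met; inactive = neither criterion met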
Target sequence (Q15084 whole entry, looked up): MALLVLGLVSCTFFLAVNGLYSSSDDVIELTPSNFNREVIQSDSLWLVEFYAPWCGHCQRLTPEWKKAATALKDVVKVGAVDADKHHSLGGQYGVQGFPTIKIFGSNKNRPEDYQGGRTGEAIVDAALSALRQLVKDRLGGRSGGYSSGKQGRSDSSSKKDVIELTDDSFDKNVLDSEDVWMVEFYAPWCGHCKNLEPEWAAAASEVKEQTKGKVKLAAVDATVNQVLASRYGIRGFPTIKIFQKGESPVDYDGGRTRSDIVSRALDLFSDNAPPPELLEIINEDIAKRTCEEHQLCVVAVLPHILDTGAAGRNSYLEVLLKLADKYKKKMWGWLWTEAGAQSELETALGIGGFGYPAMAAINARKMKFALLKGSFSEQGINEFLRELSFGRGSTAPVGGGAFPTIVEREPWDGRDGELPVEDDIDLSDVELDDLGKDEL
PglD inh: blocks C. jejuni PglD acetyltransferase activity; AID 602405; 360,000 tested, 0.098% active; inhibition, % at 12.5 µM; purified PglD enzyme, DTNB colorimetric CoA detection; in the data active = inhibition above about 16%, passing the limit was not always enough; inconclusive = no clear call, values can overlap the other calls; also: strong numbers were not always called active
E-sel inducer: induces E-selectin expression in human endothelial cells; P16581; HUVEC E-selectin immunofluorescence imaging; normalized: neutral wells 0, TNF-alpha wells 100; activation, % at 7.58 µM; 260,000 tested, 0.37% active;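 active = mean E-selectin-positive cell signal at least 10% of the positive control, reached in at least 60% of replicates, without over 20% cell loss; inconclusive = no rule given, readout overlaps actives, possibly toxicity-flagged; inactive = the rest, including those meeting only one limit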;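 also: in these data hits start at about 27%; measured in HUVEC primary endothelial cells; signal is the percent of cells scored E-selectin positive by PE staining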
Target sequence (P16581 whole entry, looked up): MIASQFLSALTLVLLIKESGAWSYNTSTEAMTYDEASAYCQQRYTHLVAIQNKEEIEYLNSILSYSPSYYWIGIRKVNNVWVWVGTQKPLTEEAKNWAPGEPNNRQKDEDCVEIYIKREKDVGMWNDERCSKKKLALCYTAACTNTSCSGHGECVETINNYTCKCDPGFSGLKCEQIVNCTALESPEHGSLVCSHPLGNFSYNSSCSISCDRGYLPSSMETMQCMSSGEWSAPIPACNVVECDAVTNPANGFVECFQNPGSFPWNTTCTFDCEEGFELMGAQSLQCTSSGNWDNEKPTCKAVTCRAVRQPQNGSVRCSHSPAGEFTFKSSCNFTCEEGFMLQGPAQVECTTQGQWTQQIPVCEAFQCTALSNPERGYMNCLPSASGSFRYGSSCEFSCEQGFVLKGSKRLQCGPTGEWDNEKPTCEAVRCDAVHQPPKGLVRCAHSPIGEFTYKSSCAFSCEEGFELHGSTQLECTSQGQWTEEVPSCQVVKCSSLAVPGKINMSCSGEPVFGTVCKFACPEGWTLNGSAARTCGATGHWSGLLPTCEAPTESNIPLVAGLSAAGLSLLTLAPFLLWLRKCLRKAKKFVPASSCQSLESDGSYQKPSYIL
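System: HUVEC / Compound: single concentration / Signal: immunofluorescence imaging / Read-out: percent E-selectin-positive cells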
Statin myotox sup: suppression of simvastatin myotoxicity; 330,000 tested, 0.78% active; rescue of ATP level, % at 7.49 µM; C2C12 myotubes + simvastatin, ATP luminescence, 48 h; scaled: DMSO 0, geranylgeraniol control 100;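 active = mean ATP rescue above about 67%, or every replicate alone reaching that limit, limit read from the data, passing the limit was not always enough; inconclusive = no clear call, values can overlap the other calls; inactive = mean under the limit and some replicate under it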;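 also: myotubes were challenged with 10 µM simvastatin during compound exposure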
DENV2 CPE rescue: inhibitors of DENV2 cytopathic effect. DENV2-infected cells, cytopathic effect rescue, plate reader. 350,000 tested, 1.7% active. CPE inhibition, % at 9.99 µM; in the data active = CPE inhibition above about 20%, passing the limit was not always enough; inconclusive = no clear call, values can overlap the other calls; tested in BHK-21 cells;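 also: 0% = median of neutral control wells and 100% = median of positive control wells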
The depositor's hits bear a star; ? = inconclusive; . = not tested or not shown; & = joins results of further samples. Only part of the results is shown; the hit share may differ from the screen's.

SMILES	SIRT5 inh	S100A4 MyoIIA	ERp5 inh	PglD inh	E-sel inducer	Statin myotox sup	DENV2 CPE rescue
O=C(CSCC(=O)NN=Cc1ccccc1O)NN=Cc1ccccc1O	-1	-4	4	.	0.4	9	-5
CCCN1CCN(S(=O)(=O)c2cc3c(cc2C)NC(=O)CO3)CC1	-1	-7	2	1	-1.1	-12	4
NS(=O)(=O)c1ccc(CNC(=O)CNC(=O)Cc2ccccc2)cc1	0	1	-1	-3	.	-13	-2
CCCC(=O)Nc1ccc2c(c1)C(=O)N(C)[C@@H]1CC[C@H](CC(=O)NCc3ccccc3F)O[C@@H]1CO2	.	.	.	0	0.1	-9	-3
CC(=O)Nc1cc(-c2ccc(F)cc2)cn2c(-c3ccc(F)c(Cl)c3)cnc12	-2	18	-8	-5	0.8	-9	14
O=C(NC(=S)Nc1cccc2ncccc12)c1ccccc1	-1	0	3	.	.	.	4
Nc1sc2c([n+]1CCCS(=O)(=O)[O-])CCCC2	11	1	-4	.	.	.	-3
Cc1noc(C)c1S(=O)(=O)N(C)C[C@H]1OCCCC[C@H](C)Oc2ccc(NC(=O)Nc3cccc4ccccc34)cc2C(=O)N([C@H](C)CO)C[C@@H]1C	1	1	2	7	0.1	.	?
CC(OC(=O)CN1C(=O)NC2(CCCC2)C1=O)C(=O)Nc1cccc(Cl)c1 (stereo not given)	0	-4	-2	-3	1.9	0	5
CC(=O)Nc1ccc(S(=O)(=O)N2CCN(c3cc(C)nc4ncnn34)CC2)cc1	2	1	-3	.	.	.	-2
COCC#Cc1ccc([C@H]2[C@@H](CO)N3CCCCN(Cc4ccncc4)C[C@H]23)cc1	1	6	4	1	-0.3	17	?
CCc1c(O)nc(SCC(=O)Nc2c(C)cccc2C)n(-c2ccc(F)cc2)c1=O	-2	3	-1	0	-0.3	-2	-12
CC(C)CN1CCC(=O)N(CCN=[N+]=[N-])CC1	.	1	-3	0	0.2	-7	8
COCCNc1nnc(SCC(=O)N2CCN(S(=O)(=O)c3ccccc3)CC2)s1	.	.	.	0	-0.2	0	.
COCC(=O)N1CCCC(C(=O)c2ccc(-c3ccccc3)c(F)c2)C1 (stereo not given)	0	-3	1	.	-4.8	.	.
Cc1nn(C)c(Cl)c1S(=O)(=O)N1CCC(CO)(CCc2ccccc2)CC1	-1	1	4	.	.	.	-3
C[C@H](CO)N1C[C@H](C)[C@H](CN(C)Cc2ccc(F)cc2)Oc2cc(C#CCN(C)C)ccc2S1(=O)=O	2	-7	1	4	-0.3	5	-6
Cc1ccc(C(=O)N/N=C/c2c(O)ccc3ccccc23)cn1	-2	-2	6	2	0.3	-38	3
NC(=O)C1=C[C@@H](c2ccc3c(c2)OCO3)C[C@@H](OCCCCO)O1	.	.	.	-1	0.4	10	.
N#C/C(=C(/O)COC(=O)COc1ccc(Cl)cc1)c1nc2ccccc2[nH]1	-2	-3	-1	.	1.2	.	11
CCCC(=O)Nc1ccc2c(c1)OC[C@H](C)N(C(=O)c1cnccn1)C[C@@H](C)[C@@H](OC)CN(C)C2=O	-1	-36	1	1	-0.2	-12	-3
COc1cc(/C=C(\C#N)C(=O)NCC2CCCO2)ccc1OCCC(C)C (stereo not given)	-1	26	0	.	-0.2	.	1
COc1ccc(C2(CNC(=O)c3ccc(OC)c([N+](=O)[O-])c3)CCCCC2)cc1OC	12	5	-4	-1	1.0	.	-4
O=C(CSc1ccc([N+](=O)[O-])cn1)Nc1ccc2c(c1)OCO2	-3	0	-1	3	.	2	1
O=C(O)C1CN(c2ncccc2[N+](=O)[O-])C1	1	1	-1	6	.	-2	0
(cont.)
SMILES	SIRT5 inh	S100A4 MyoIIA	ERp5 inh	PglD inh	E-sel inducer	Statin myotox sup	DENV2 CPE rescue
Cc1ccc(-n2cccc2/C=C2/NC(=O)N(CC(=O)Nc3cccc(C)c3)C2=O)cc1	-2	-1	0	.	2.2	.	-7
COc1ccc(CC(=O)OCC(=O)N2CCN(S(=O)(=O)c3ccc(C)cc3C)CC2)cc1OC	3	-4	-1	3	-0.2	-1	-1
O=C(O)c1cc(C(F)(F)F)nc2ccccc12	.	2	4	-1	-0.1	4	-5
C[C@@H]1ON(C)[C@H]2C[C@H]3c4cc(Br)ccc4CCN3C[C@@H]12	2	-4	-4	.	-0.1	.	-3
COc1ccc(N(CC(=O)NCCc2ccc(Cl)cc2)S(=O)(=O)c2c(C)[nH]c(=O)[nH]c2=O)cc1	-2	2	-3	-1	.	-4	0
Nc1cc(Cl)ccc1C(=O)OCC(=O)NCC1CCCO1 (stereo not given)	-11	-3	6	6	-0.1	2	8
CC(=O)NC(c1ccccc1)c1nc(-c2ccc3ccccc3c2)cs1 (stereo not given)	-3	1	0	-17	0.5	14	1
Cc1c(NC(=O)c2cc(-c3cccs3)nc3ccccc23)c(=O)n(-c2ccccc2)n1C	1	4	-4	.	0.2	.	6
CC(C)CC(N)c1csc(Nc2ccc(C(=O)c3ccccc3)cc2)n1 (stereo not given)	2	11	6	4	0.1	-15	4
COc1ccc(OC)c(NC(=O)NC2CCCCCCC2)c1	-5	0	3	-2	.	-3	-3
COc1cccc(-c2nc(CS(=O)(=O)CC(=O)NCCCN3C(C)CCCC3C)c(C)o2)c1 (stereo not given)	-3	5	11	.	0.0	.	3
CCCN(C)C[C@H]1Oc2ncc(-c3ccccc3)cc2C(=O)N([C@@H](C)CO)C[C@H]1C	-3	13	11	4	.	0	-4
Cc1cc(C)cc(NC(=O)c2sc3nc(C)cc(C)c3c2N)c1	6	-4	2	-9	0.3	-8	6
Cc1ccc(-c2ccc3c(c2)O[C@H](CN(C)Cc2ccccc2)[C@H](C)CN([C@H](C)CO)S3(=O)=O)cc1	13	2	-6	3	-0.1	-20	-4
CCCCCC(=O)Nc1c2c(nc3ccccc13)CCC2	-5	-1	0	-5	0.1	7	-1
N#C[C@@H]1[C@H](c2ccccc2C2=CCCC2)[C@H](CO)N1C(=O)CN1CCOCC1	-2	2	18	.	0.0	.	-7
CCOc1ccccc1OCCCC(=O)Nc1cc(S(=O)(=O)N2CCOCC2)ccc1OC	.	-1	1	-4	-0.1	3	-3
C[C@H](CO)N1C[C@H](C)[C@H](CN(C)C(=O)C2CC2)OCc2ccccc2-c2c(n(C)c3ccccc23)C1=O	1	64	0	0	0.8	-3	-1
O=C(NCc1ccccc1)C1=C[C@H](c2ccc(C(F)(F)F)cc2)C[C@H](OCCCCO)O1	-4	-7&-3	0&1	-1&0	0.4	7	-2
CCn1c(SCC(=O)N2CCCCC2)nc2c([nH]c3ccccc32)c1=O	-1	2	3	-1	.	6	?
Nc1c(Cl)ncnc1N1CCCC1	0	-1	-7	.	.	.	.
O=C(C1CCOCC1)N1CC(=O)N2[C@@H](CO)[C@@H](c3ccc(Br)cc3)[C@@H]2C1	-4	-7	11	.	-0.5	.	2
COc1ccc(-c2cnc3c(c2)C(=O)N([C@H](C)CO)C[C@H](C)[C@H](CN(C)S(=O)(=O)c2cccs2)O3)cc1	6&0	-2&-2	5&6	-1&-1	-0.1	.	6&-13
COCCCNC(=O)Cn1cc(C(C)=O)c2ccccc21	2	0	1	.	.	-4	-5
O=C(COC(=O)COc1ccccc1)Nc1ncc(Cl)cc1Cl	.	20	3	0	.	4	-2

Four records drawn at random from those above, as already listed:
SMILES	SIRT5 inh	S100A4 MyoIIA	ERp5 inh	PglD inh	E-sel inducer	Statin myotox sup	DENV2 CPE rescue
COc1cccc(-c2nc(CS(=O)(=O)CC(=O)NCCCN3C(C)CCCC3C)c(C)o2)c1 (stereo not given)	-3	5	11	.	0.0	.	3
CCCCCC(=O)Nc1c2c(nc3ccccc13)CCC2	-5	-1	0	-5	0.1	7	-1
Cc1c(NC(=O)c2cc(-c3cccs3)nc3ccccc23)c(=O)n(-c2ccccc2)n1C	1	4	-4	.	0.2	.	6
Cc1ccc(-n2cccc2/C=C2/NC(=O)N(CC(=O)Nc3cccc(C)c3)C2=O)cc1	-2	-1	0	.	2.2	.	-7

Remaining list, next part:
SMILES	SIRT5 inh	S100A4 MyoIIA	ERp5 inh	PglD inh	E-sel inducer	Statin myotox sup	DENV2 CPE rescue
O=C(NCC1CC1)c1cc(-c2ccccc2)nn1CC1CC(c2cccc([N+](=O)[O-])c2)=NO1 (stereo not given)	.	0	-1	1	0.8	.	-5
CCCNC(=O)Nc1ccc2c(c1)OC[C@H](C)N(C(=O)C1CCOCC1)C[C@H](C)[C@H](OC)CN(C)C2=O	1	-2	0	-2	-0.4	-23	3
CCC(=O)N1CCN(c2ccc(NC(=S)NC(=O)C(C)C)cc2)CC1	-2	4	-1	.	.	.	?
O=C(CCOc1cccc(Br)c1)Nc1ccc(F)c(S(=O)(=O)N2CCOCC2)c1	-7	0	-4	-3	.	-17	5
COc1ccc(S(=O)(=O)NCCC(=O)N2CCCC2)cc1N(C)S(C)(=O)=O	12	-3	1	3	-0.2	6	6
COc1ccc(N2CC(C(=O)N3CCN(C)CC3)CC2=O)cc1 (stereo not given)	6	2	7	-3	0.0	-3	-2
CCn1c(=O)c(C(=O)CN2CCN(S(=O)(=O)c3cc(C)ccc3C)CC2)c(N)n(Cc2ccccc2)c1=O	0	-7	0	.	.	.	-6
CCOC(=O)N1CCN(C(=O)CCCCCn2c(=S)[nH]c3ccsc3c2=O)CC1	-2	2	-2	.	0.2	.	-2
Cc1ccccc1Cn1cc(NS(=O)(=O)c2cn(C)nc2C)cn1	0	2	-12	-3	-0.6	7	-4
COc1ccc(Cl)cc1NC(=S)N1CCC(c2ccc(C)cc2)C1 (stereo not given)	1	-8	12	4	0.5	-78	8
C=CC[N+](C)(C)CCN1C(=O)C2C(c3ccccc3)C=CC(c3ccccc3)C2C1=O (stereo not given)	-2	5	-2	.	.	3	-2
CCOC(=O)CN1C(=O)C(CC)Oc2ccc(Cl)cc21 (stereo not given)	-3	0	2	-4	.	31	-2
C[C@H](CO)N1C[C@H](C)[C@H](CN(C)Cc2ccncc2)Oc2ccc(NS(=O)(=O)c3ccc(Cl)cc3)cc2CC1=O	-2	12	-6	-2	4.5	3	14
CN(C)c1ccc(-c2nnc(-c3cccnc3)o2)cc1	3	2	-4	-9	.	3	0
C[C@H](CO)N1C[C@H](C)[C@@H](CN(C)Cc2ccc(C(=O)O)cc2)Oc2ccc(NC(=O)C3CCCCC3)cc2CC1=O	-4	-18	4	2	-0.2	2	-3
COc1ccc2c(CC(=O)NNC(=O)c3cccs3)coc2c1	-1	-1	2	0	-0.2	-1	0
CC1CCN(S(=O)(=O)CCNC(=O)c2ccccc2)CC1	-2	-4	3	4	0.2	0	-8
COc1ccc(CNC(=O)C[C@@H]2C[C@H]3c4cc(NS(C)(=O)=O)ccc4O[C@H]3[C@H](CO)O2)cc1	-3	0	-8	-4	1.1	-4	1
O=C(Nc1ccc(F)cc1)c1cccc2c1C(=O)N(CC1CCCO1)C2 (stereo not given)	-4	0	-6	-3	0.0	17	1
Cc1cc(C(=O)COc2ccc(F)cc2Br)c(C)n1C1CC1	0	0	3	4	-0.2	-18	-1
O=C(/C=C/c1ccco1)N(c1ccccn1)c1ccccn1	8	1	-40	.	-0.7	.	-7
Cc1c(C(=O)NN)nc2ccccn12	2	-6	1	.	.	.	0
O=C(Nc1cccc(F)c1)N1CC(=O)N2[C@H](CO)[C@@H](c3ccc(Br)cc3)[C@@H]2C1	0	-4	1	.	0.3	.	-2
CN(C)c1ccc(O)c2c1CC1CC3C(N(C)C)C(=O)C(C(N)=O)=C(O)[C@@]3(O)C(=O)C1=C2O (stereo not given in full)	3	-1	1	3	-0.2	2	-9
Cc1cccc(NC(=O)CSc2nc3ccccc3nc2N2CC(C)OC(C)C2)c1 (stereo not given)	-1	3	6	-8	-0.1	12	7
CCOc1ccc(NS(=O)(=O)c2cccc(C(=O)N3CCN(C/C=C/c4ccccc4)CC3)c2)cc1	-19	-4	-1	3	-0.2	-6	7
